SENP8 block-1: blocks the human protease SENP8. Q96LD8. purified SENP8, Z-RLRGG-aminoluciferin cleavage, luminescence. inhibition, % at 10 µM. 330,000 compounds, 1.2% hits. AID 2540; in the data active = inhibition above about 50%
SENP7 block: blocks the human protease SENP7; inhibition, % at 5 µM; 330,000 compounds, 1.5% hits; recombinant SENP7, Z-RLRGG-aminoluciferin luminescence, 40 min; AID 434973; Q9BQF6;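 active = inhibition above about 50% at the single test dose, limit read from the data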;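 note: plate controls were DMSO with enzyme for no effect and no enzyme buffer wells for full effect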
beta cell repl: MIN6 beta-cell proliferation induction | MIN6 cells proliferation, ATPlite luminescence, 48 h; cells starved in 0.2% serum; 100% = growth in 10% serum | proliferation, % at 10 µM | 330,000 compounds, 0.29% hits | AID 2380;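 active = compounds whose signal lies at least 3.5 SD above the mean of all wells on their plate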;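 note: 0% = DMSO-treated cells in low-serum medium and 100% = 10% serum control; some compounds called inactive have numbers as strong as hits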
SENP8 block-2: inhibitors of human SENP8 protease; Q96LD8; recombinant SENP8, Nedd8 substrate fluorescence; inhibition, % at 20 µM; 360,000 compounds, 0.64% hits; AID 602440; in the data active = inhibition mostly above about 40%, no sharp cut-off; inactive = mostly below about 27%
PfGluPho inh: PfG6PD (Plasmodium falciparum) enzyme inhibition. PfGluPho enzyme, NADPH resazurin-diaphorase fluorescence. inhibition, % at 20 µM. 350,000 compounds, 0.78% hits. AID 504690;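 active = inhibition reaching at least a set limit at 20 µM in the primary screen, cut at about 59% in these data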;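 note: 0% = DMSO wells with substrate and 100% = DMSO wells lacking glucose-6-phosphate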
SENP6 inh: inhibitors of human SENP6 protease; Q9GZR1; Recombinant SENP6 catalytic domain, aminoluciferin luminescence; inhibition, % at 10 µM; 330,000 compounds, 1.8% hits;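 active = inhibition above about 50% at the single tested dose, limit read from the data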;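 note: plate controls were DMSO wells with enzyme for no effect and DMSO wells lacking enzyme for full effect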
UBC13 polyUb: blocks human UBC13 polyubiquitin chain formation | TR-FRET | inhibition, % at 20 µM | 330,000 compounds, 0.47% hits | AID 485273; in the data active = inhibition above about 45%, passing the limit was not always enough
Target sequence (P61088 whole entry, looked up): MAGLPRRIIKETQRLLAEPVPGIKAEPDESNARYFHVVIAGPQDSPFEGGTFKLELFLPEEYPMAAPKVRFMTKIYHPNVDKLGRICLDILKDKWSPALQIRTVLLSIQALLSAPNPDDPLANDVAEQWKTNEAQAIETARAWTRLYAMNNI
HKDC1 inh: HKDC1 (human) hexokinase inhibition; Q2TB90; recombinant HKDC1, G6PDH/diaphorase resazurin coupled fluorescence; inhibition, % at 20 µM; 340,000 compounds, 0.16% hits;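 active = inhibition above about 35% when tested at 20 µM, limit read from the data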;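 note: plate controls were DMSO wells with enzyme for no effect and DMSO wells lacking enzyme for full effect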
Target sequence (Q2TB90 whole entry, looked up): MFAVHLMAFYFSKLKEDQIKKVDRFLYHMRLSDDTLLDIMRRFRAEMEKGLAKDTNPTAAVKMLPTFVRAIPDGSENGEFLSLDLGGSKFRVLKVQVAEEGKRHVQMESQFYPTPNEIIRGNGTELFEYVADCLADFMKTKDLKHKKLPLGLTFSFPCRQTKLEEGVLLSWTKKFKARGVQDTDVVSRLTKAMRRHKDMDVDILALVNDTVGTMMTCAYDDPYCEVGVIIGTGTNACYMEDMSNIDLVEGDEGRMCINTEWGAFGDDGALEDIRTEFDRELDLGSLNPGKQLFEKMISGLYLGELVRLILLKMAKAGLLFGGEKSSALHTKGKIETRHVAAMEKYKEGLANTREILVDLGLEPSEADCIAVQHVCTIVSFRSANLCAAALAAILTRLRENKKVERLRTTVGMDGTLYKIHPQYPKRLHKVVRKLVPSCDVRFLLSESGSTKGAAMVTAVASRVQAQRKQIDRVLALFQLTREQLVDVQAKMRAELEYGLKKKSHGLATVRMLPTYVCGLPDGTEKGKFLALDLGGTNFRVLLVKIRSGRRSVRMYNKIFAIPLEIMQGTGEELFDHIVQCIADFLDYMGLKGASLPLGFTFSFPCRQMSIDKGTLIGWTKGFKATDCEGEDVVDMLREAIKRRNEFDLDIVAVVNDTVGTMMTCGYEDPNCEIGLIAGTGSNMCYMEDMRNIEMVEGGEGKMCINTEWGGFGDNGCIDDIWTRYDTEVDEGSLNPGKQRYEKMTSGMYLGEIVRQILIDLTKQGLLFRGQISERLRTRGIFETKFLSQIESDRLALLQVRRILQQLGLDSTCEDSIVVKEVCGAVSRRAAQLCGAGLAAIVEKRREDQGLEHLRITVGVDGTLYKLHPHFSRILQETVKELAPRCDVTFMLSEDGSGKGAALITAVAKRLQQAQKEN
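Assay system – recombinant HKDC1 (HK5) hexokinase enzyme, produced in-house · Input – HKDC1 at 5 µg/mL · Reagent – glucose plus 1 mM ATP as hexokinase substrates · Timing – 90 min reaction incubation at room temperature, dark · Measured by – G6PDH/diaphorase-coupled fluorescence, 1 mM NADP, 100 µM resazurin, 525/613 nm · Benchmarks – DMSO-enzyme wells negative, buffer-substituted wells positive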
SENP1 inh: inhibitors of human SENP1 SUMO protease catalytic domain | Q9P0U3 | recombinant SENP1 catalytic domain, CyPet-SUMO1-YPet FRET cleavage | inhibition, % at 10 µM | 360,000 compounds, 0.21% hits;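 active = inhibition at least 30% at 10 µM, raw YFP signal under a set limit, fluorescence ratio 0.5 to 1.5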;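 note: 0% = enzyme with DMSO and 100% = no enzyme wells; some results filed as inactive read as strong as hits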
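Test system: human SENP1 catalytic domain; medium: Tris pH 8 buffer plus EDTA, NaCl, BME, BSA, NP40, catalase; incubation: 50 min reaction at room temperature; technique: FRET, CFP and YFP emission; controls: no-enzyme low control and enzyme-plus-DMSO high control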
The depositor's hits bear a star; x = not tested or not shown.

SMILES | SENP8 block-1 | SENP7 block | beta cell repl | SENP8 block-2 | PfGluPho inh | SENP6 inh | UBC13 polyUb | HKDC1 inh | SENP1 inh
COc1ccc(S(=O)(=O)N2CCCCC2)cc1NC(=O)c1ccc2c(c1)OCO2 | -6 | -2 | 1 | 24 | 2 | -14 | -1 | -12 | 1
O=c1[nH]c(=O)n(Cc2ccco2)c2c1C(C(F)(F)F)(C(F)(F)F)N=C(C1CCCCC1)N2 | 0 | -3 | 4 | -208 | -20 | 6 | 9 | -4 | 1
O=C(CCNC(=O)c1ccc(Br)cc1)NCCCN1CCCC1=O | -2 | 3 | 2 | 9 | 13 | 0 | 12 | -7 | 4
CCCn1c(SCc2cc(=O)[nH]c3ccccc23)nc2c1c(=O)n(C)c(=O)n2C | 3 | -4 | 0 | 14 | 24 | 4 | -1 | 6 | -10
O=C(Nc1ccc2c(c1)OCO2)N1CCN(c2ccccc2)CC1 | -7 | -5 | -1 | 10 | 20 | -15 | -4 | -16 | 2
O=c1[nH]c(/C=C/c2ccc(Br)cc2)nc2ccccc12 | 31 | 89* | -6 | -242 | -1 | 22 | 7 | -1 | 3
CC(C(=O)Nc1ccccc1Br)c1ccc([N+](=O)[O-])cc1 (stereo not drawn) | 9 | -3 | 0 | 19 | 1 | -2 | 8 | 0 | 1
CCN(CC)S(=O)(=O)c1ccc(N/N=C/c2ccc(O)cc2)nc1 | 4 | 3 | 1 | -383 | -4 | 7 | 0 | 2 | -1
CC(C)(C)C(=O)Nc1ccc(-c2cn3ccsc3n2)cc1 | -5 | 1 | -3 | 17 | -1 | -4 | -10 | 0 | 3
CCc1ccc2[nH]c(C(=O)Nc3ccc4c(c3)OCO4)cc2c1 | -24 | -2 | 2 | -36 | 14 | -20 | -5 | 3 | -6
CCN(CCN(C)C)C(=O)C1CCN(S(=O)(=O)c2c(C)noc2/C=C/c2ccccc2F)CC1 | 8 | 2 | -7 | 15 | 2 | 11 | 4 | -7 | 2
COc1ccc(CCC(C)NCc2ccc(F)cc2)cc1 (stereo not drawn) | -6 | -10 | -3 | 15 | 9 | -6 | 0 | -4 | 0
CN(C)c1c([N+](=O)[O-])cc2[nH]c(=O)[nH]c2c1[N+](=O)[O-] | -10 | 0 | 5 | 24 | 21 | 0 | -221 | 0 | 3
Cc1cc(Br)c(OCc2ccc(C(=O)N/N=C3\CC(=O)CC(C)(C)C3)cc2)c(Br)c1 | -1 | 1 | -1 | -36 | -6 | -12 | -6 | 10 | -37
CCc1cccc(CC)c1NC(=S)NCc1nc2ccccc2[nH]1 | -7 | 8 | 0 | 10 | -12 | 18 | 0 | 6 | 1
Cn1c(N)c(C(=O)COC(=O)c2cc3ccccc3cc2O)c(=O)n(C)c1=O | -12 | -5 | -3 | -33 | 16 | -15 | 1 | 2 | -1
CCn1c(C)[n+](Cc2ccccc2)c2ccc(C(=O)OC)cc21 | 6 | 0 | 0 | 11 | -13 | -2 | 6 | -6 | 1
Cc1ccsc1/C=N/NC(=O)c1ccccn1 | 30 | 47 | -2 | -3 | 12 | 61* | -9 | -2 | 2
COc1ccc(CCNC(=O)CCNC(=O)N2CC(=O)Nc3ccccc32)cc1 | -5 | 1 | 8 | 14 | -2 | -24 | 6 | -4 | -1
Cc1ccc(S(=O)(=O)N2CCC(C(=O)N3CCC[C@H]3C(=O)NC3CCS(=O)(=O)C3)CC2)cc1 (stereo partly drawn) | -10 | -31 | -3 | 9 | 2 | 10 | -4 | 11 | 1
CCOC(=O)c1cnc2cc3c(cn2c1=O)CCCC3 | -3 | -3 | -1 | -399 | 2 | -4 | 8 | 3 | 0
COc1ccc(C(CNC(=O)c2cccc(S(=O)(=O)Nc3ccc(Br)cc3)c2)N(C)C)cc1 (stereo not drawn) | x | x | x | -14 | 3 | x | x | 0 | -4
Cc1nc(-n2nnc3ccccc32)c2c3c(sc2n1)CCCC3 | -7 | -2 | 0 | -279 | -13 | -4 | 25 | 16 | -3
CCCCCCn1nc(C(=O)OCC(=O)c2c(N)n(C)c(=O)n(C)c2=O)c2ccccc2c1=O | -1 | -1 | -3 | -4 | 33 | 5 | 12 | -1 | 0
Cc1sc(NC(=O)c2ccco2)c(C(c2ccccc2)N2CCC(C)CC2)c1C (stereo not drawn) | 2 | 11 | -7 | -77 | 20 | 25 | 0 | -1 | 1
O=C(NCc1ccccc1CN1CCCCC1)c1ccccc1N1CCCC1=O | -8 | 11 | 2 | -8 | -2 | -27 | 2 | -5 | -1
CC(C)Cc1nnc(NC(=O)CCC(=O)Nc2ccc3cn[nH]c3c2)s1 | -3 | 1 | -3 | 43* | 6 | 11 | -5 | 6 | -1
CC1CN(S(=O)(=O)c2cc(C(=O)NCCCN3CCCC3=O)ccc2Cl)CC(C)O1 (stereo not drawn) | -2 | -7 | 0 | 18 | -4 | -24 | -6 | -2 | 2
CN1CCCN(C2C3CC4CC(C3)CC2C4)CC1 (stereo not drawn) | 3 | 2 | -2 | 11 | -14 | 1 | -4 | 0 | 1
COc1cc(/C=N/N2CCN(c3ccccc3OC)CC2)ccc1O | -10 | -1 | -3 | 14 | 0 | -12 | 8 | 9 | 3
Cc1nc(N)c(C#N)c(-c2ccccc2)c1C | -5 | 7 | 5.9* | -142 | 4 | -17 | 2 | -4 | 0
O=C(N/N=C\c1cc2c(cc1Cl)OCO2)c1cccnc1 | -21 | -6 | -2 | -119 | 6 | -13 | -17 | 0 | 1

Two consecutive records from above:
SMILES | SENP8 block-1 | SENP7 block | beta cell repl | SENP8 block-2 | PfGluPho inh | SENP6 inh | UBC13 polyUb | HKDC1 inh | SENP1 inh
Cc1sc(NC(=O)c2ccco2)c(C(c2ccccc2)N2CCC(C)CC2)c1C (stereo not drawn) | 2 | 11 | -7 | -77 | 20 | 25 | 0 | -1 | 1
O=C(NCc1ccccc1CN1CCCCC1)c1ccccc1N1CCCC1=O | -8 | 11 | 2 | -8 | -2 | -27 | 2 | -5 | -1

New compounds follow
SMILES | SENP8 block-1 | SENP7 block | beta cell repl | SENP8 block-2 | PfGluPho inh | SENP6 inh | UBC13 polyUb | HKDC1 inh | SENP1 inh
O=C(NCSC1=NCCS1)c1ccccc1 | -11 | 7 | 3 | 1 | -3 | -20 | -2 | -10 | 3
CCCCSC1(SCCCC)N=C(N)C2(C#N)C(c3ccccc3)NC(C)=C(C)C12C#N (stereo not drawn) | -15 | 14 | -2 | -149 | -11 | -3 | -11 | 0 | -10
CC1CN(C(=O)CCC(=O)NCCCN2CCC(Cc3ccccc3)CC2)c2cc(Cl)ccc2O1 (stereo not drawn) | 0 | 5 | -8 | 15 | -4 | -11 | 64* | -2 | -1
CC1Cc2ccccc2N1C(=O)c1ccc(Br)o1 (stereo not drawn) | x | x | x | 12 | 12 | x | x | -1 | 1
Cc1nc(C)c(C(=O)NCc2ccc(Cl)cc2)o1 | -2 | 5 | -4 | 2 | -1 | 8 | -3 | 5 | -7
COCC(=O)Nc1c(C(=O)Nc2cccc(OC)c2)oc2ccccc12 | 0 | -4 | 0 | -13 | 16 | -4 | 15 | 2 | 2
O=C(CSc1nnc2ccccn12)NC(=O)c1cccc([N+](=O)[O-])c1 | 2 | 1 | -4 | -21 | 6 | 0 | 1 | -4 | 0
CC(=O)c1ccc(NC(=O)c2cc3nc4c(c(C(F)(F)F)n3n2)CCCC4)cc1 | -11 | -11 | -4 | x | x | -28 | -12 | x | x
COc1ccc(CCn2c(-n3nc(C)cc3C)nc3c2c(=O)[nH]c(=O)n3C)cc1 | -3 | 0 | -1 | 13 | -12 | -10 | -7 | -5 | -1
Cc1ccc(C(=O)NCc2ccc(N3CCN(C)CC3)cc2)cc1C | -4 | 3 | 0 | 7 | -1 | 16 | 2 | 3 | 4
O=C(c1ccc(F)cc1)C(CCCCCC(CN1CCOCC1)C(=O)c1ccc(F)cc1)CN1CCOCC1 (stereo not drawn) | -3 | 8 | -5 | x | 2 | 3 | 6 | -3 | x
CCOc1ccc(-n2c(C)nc3cc(C(=O)NCCCN4CCOCC4)ccc32)cc1 | -7 | -14 | -1 | -1 | 18 | 3 | -4 | -3 | 2
Cc1csc(NC(=O)CSc2nccn2Cc2ccco2)n1 | -2 | -5 | -2 | 8 | -18 | -7 | 2 | -5 | 2
Cc1cc(O)cc(=O)n1Cc1ccco1 | -11 | -2 | -5 | 6 | -3 | -20 | 0 | -9 | -1
CC(C)(C)OC(=O)NCCCCCc1nnc(SCC(N)=O)o1 | -2 | -10 | -4 | 13 | -12 | -15 | -5 | -2 | 1
COc1ccc(C(=O)NCc2csc(-c3cccs3)n2)cc1 | 1 | 4 | 1 | -305 | -1 | -42 | 7 | -2 | 0
CCN(CC(=O)Nc1ccc(NC(C)=O)cc1)C(=O)CCCc1nc2ccccc2c(=O)[nH]1 | 3 | 2 | -4 | 4 | 6 | -14 | 2 | 3 | -2
Cc1ccc(C(=O)N2CCN(c3ccc(NC(=O)COc4ccccc4C)cc3)CC2)cc1 | -4 | 3 | -5 | 8 | 6 | -17 | -3 | 0 | 3
Cc1ccc(/C(N)=N/OC(=O)CCC2CCCC2)cc1 | -5 | -4 | -4 | -2 | 2 | -24 | -4 | -7 | 4
O=C(Cn1nnc2ccccc21)N1CCCCC1 | -3 | 0 | 0 | 4 | -3 | -15 | 2 | -3 | -2
Cc1cc(=O)n2c(n1)OC(CO)C2 (stereo not drawn) | 4 | 9 | -1 | 11 | -9 | -10 | -2 | 2 | 0
O=C(CSc1ccc(-c2cccc([N+](=O)[O-])c2)nn1)N1CCCCC1 | -5 | 13 | 0 | 5 | 16 | -28 | -6 | 0 | 0
COC(=O)c1ccc(NC(=O)c2ccc(CN3CCOCC3)cc2)cc1 | -6 | -2 | 0 | 1 | -3 | -15 | -5 | -5 | 3
CCC(C)(C)n1nnnc1C(c1ccccc1F)N1CCN(C(=O)c2ccco2)CC1 (stereo not drawn) | -3 | -4 | -2 | 5 | 10 | -35 | 1 | -4 | 1
CN(c1ncc(C(F)(F)F)cc1Cl)N1C(=O)c2cccc([N+](=O)[O-])c2C1=O | -3 | -4 | -2 | 6 | -8 | 4 | -7 | -2 | 2
CCn1c(=O)cc(SCC(=O)NCCCN2CCN(c3ccccc3F)CC2)c2ccccc21 | -5 | -5 | 1 | -11 | -7 | -16 | 58* | 14 | 2
Cc1cc(C)cc(NC(=O)CSc2n[nH]c(-c3cccnc3)n2)c1 | 2 | -11 | 0 | 0 | -13 | -15 | 2 | 0 | 0
O=C(COC(=O)c1ccc(F)cc1Cl)NC1CCCCCCC1 | 8 | -7 | -3 | 19 | -9 | -22 | 2 | -2 | 2
Cn1cnc([N+](=O)[O-])c1SCC(O)CCl (stereo not drawn) | 5 | 5 | 0 | 3 | -11 | 11 | 0 | -7 | 3
CC(=O)N1c2ccc(S(=O)(=O)NCCC(=O)Nc3ncccc3C)cc2CC1C (stereo not drawn) | 3 | 2 | -4 | -9 | 4 | 9 | 10 | -6 | -1

High-throughput results deposited in PubChem BioAssay by Sanford-Burnham Center for Chemical Genomics.
